# Source: PubChem
# ERG-DNA inh – inhibitors of human ERG Ets domain-DNA interaction; P11308; AID 624246; fluorescence polarization, His-ERG Ets domain / labelled DNA; 370,000 compounds, 0.028% hits; Potency, µM (highest dose often 76.9 µM), for the others: at the top dose FP activity, negative = inhibition, hits mostly inhibitors; active = well fitted inhibition curve with a large enough effect in the polarisation, with a control signal flat; inconclusive = small, poorly fitted or top-dose-only effect, or effect the other way, or a change in a side signal; inactive = no such curve, though single readings can be large or run the other way; the % refers to the polarisation;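 note: polarization taken with two DNA probes labelled with fluorescein and Texas red; potency is the fitted concentration of half-maximal effect; % of control where 0% means no effect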
#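 His-tagged ERG Ets domain (1 uM in the protein solution; 300mM KCl, 50mM Tris-HCl, 1mM EDTA, 1mM DTT, pH 7.5) received compound, then a probe mix of 5 nM fluorescein-DNA and 100nM Texas-615-DNA. Fluorescence polarization was read for both dyes.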
# GLS inhibitor – inhibitors of human glutaminase (GLS); O94925; AID 624170; Potency, µM (titrated, usually from 45.5 µM), without a hit: at the top dose activity change, negative = inhibition, usual class: inhibitors; GLS enzymatic activity, qHTS titration; 410,000 compounds, 0.21% hits; note: potency is the fitted concentration of half-maximal effect; % is set by controls: 0 for no effect and ±100 for the full control effect
#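 Enzyme dispensed in phosphate buffer (45 mM, pH 8.2, 0.02% Tween-20), compounds pinned in, then 1 mM L-glutamine solution and the glutamate oxidase–HRP–Amplex Red mix added; fluorescence read immediately and again after 30 min at room temperature.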
# BAZ2B inh – blocks human BAZ2B. Q9UIF8. AlphaScreen BAZ2B-H3K14Ac peptide displacement. Potency, µM (top dose mostly 114 µM), for inactives: top-dose activity change, negative = inhibition, usual class: inhibitors. 360,000 compounds, 4.4% hits; note: potency is the fitted concentration of half-maximal effect; % is set by controls: 0 for no effect and ±100 for the full control effect; nearly all actives have a fitted effect of over 60% in size
#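 Inhibition is scored as reduced AlphaScreen emission. The BAZ2B/b-H3(5-23)K14Ac complex (50 nM each) in PBS pH 7.4, 0.01% Tween-20 meets compound (up to 110 uM) for 30 min at RT before bead addition.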
# G9a inh – blocks human histone lysine methyltransferase G9a | 350,000 compounds, 8.8% hits | Q96KQ7 | G9a H3K9 monomethylation, AlphaScreen, 2 h | Potency, µM (top dose mostly 102 µM), for inactives: top-dose activity, negative = inhibition, usual class: inhibitors; note: potency is the fitted concentration of half-maximal effect; % is set by controls: 0 for no effect and ±100 for the full control effect; nearly all actives have a fitted effect of over 75% in size
#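 G9a (20 nM) was preincubated 15 min with compound, then reacted 2 h at room temperature with 500 nM biotin-H3K9 peptide and 20 µM SAM. Monomethyl-H3K9 detected by AlphaScreen using anti-H3K9me1 antibody.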
# JMJD2A Tudor – blocks the human JMJD2A Tudor domain; 390,000 compounds, 4.4% hits; Potency, µM (titrated, usually from 114 µM), without a hit: top-dose activity change, negative = inhibition, usual class: inhibitors; O75164; AlphaScreen JMJD2A-Tudor / H3K4me3 peptide binding; note: potency is the fitted concentration of half-maximal effect; % is set by controls: 0 for no effect and ±100 for the full control effect; nearly all actives have a fitted effect of over 50% in size
# Target sequence (O75164 whole entry, looked up, the tested form may be a part): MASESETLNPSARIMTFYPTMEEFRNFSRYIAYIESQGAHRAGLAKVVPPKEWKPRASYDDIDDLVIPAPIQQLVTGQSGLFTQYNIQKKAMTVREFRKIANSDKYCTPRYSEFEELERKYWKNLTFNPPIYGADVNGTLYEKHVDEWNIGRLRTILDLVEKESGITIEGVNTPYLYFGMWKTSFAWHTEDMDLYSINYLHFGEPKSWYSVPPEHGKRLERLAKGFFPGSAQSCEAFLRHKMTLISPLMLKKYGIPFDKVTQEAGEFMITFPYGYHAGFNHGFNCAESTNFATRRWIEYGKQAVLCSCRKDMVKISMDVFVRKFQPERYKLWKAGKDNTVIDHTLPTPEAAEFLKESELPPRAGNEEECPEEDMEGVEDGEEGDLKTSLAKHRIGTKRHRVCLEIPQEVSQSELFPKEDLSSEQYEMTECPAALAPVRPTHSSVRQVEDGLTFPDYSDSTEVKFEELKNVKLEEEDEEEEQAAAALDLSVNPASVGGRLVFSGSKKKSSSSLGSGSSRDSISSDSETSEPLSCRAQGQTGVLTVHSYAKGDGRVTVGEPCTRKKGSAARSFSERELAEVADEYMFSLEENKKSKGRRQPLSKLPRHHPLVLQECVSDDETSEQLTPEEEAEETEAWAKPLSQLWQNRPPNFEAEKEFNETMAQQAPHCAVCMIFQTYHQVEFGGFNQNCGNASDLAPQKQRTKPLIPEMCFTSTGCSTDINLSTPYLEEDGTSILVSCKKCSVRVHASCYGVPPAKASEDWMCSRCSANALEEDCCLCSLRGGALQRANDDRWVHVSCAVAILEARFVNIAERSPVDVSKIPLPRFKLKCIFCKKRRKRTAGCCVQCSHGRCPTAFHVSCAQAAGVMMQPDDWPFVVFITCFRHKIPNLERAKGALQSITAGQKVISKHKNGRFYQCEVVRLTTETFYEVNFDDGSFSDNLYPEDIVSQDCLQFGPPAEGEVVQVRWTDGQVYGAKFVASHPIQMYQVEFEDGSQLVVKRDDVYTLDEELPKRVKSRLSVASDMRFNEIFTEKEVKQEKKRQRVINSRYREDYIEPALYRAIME
# Tb PGK inh – blocks T. brucei phosphoglycerate kinase | 380,000 compounds, 0.043% hits | PGK/GAPDH coupled, Kinase-Glo luminescence, 60 min | Potency, µM (highest dose often 57.5 µM), inactives show at the highest dose activity change, negative = inhibition, usual class: inhibitors | P07378; note: potency is the fitted concentration of half-maximal effect; % is set by controls: 0 for no effect and ±100 for the full control effect; nearly all actives have a fitted effect of over 60% in size
#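 Luminescent ATP detection (Kinase-Glo Plus) follows a 60-minute room-temperature incubation, with wells lacking PGK as controls. Buffer: 100 mM TEA (pH 7.6), 5 mM MgCl2, 0.01% Tween-20. Coupling enzyme GAPDH (100 nM final) supplies unstable 1,3-BPG in-well.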
# Pin1 inhibitor – blocks the human prolyl isomerase Pin1. AID 504891. 390,000 compounds, 0.009% hits. Potency, µM (series often up to 115 µM), without a hit: at the top dose activity, negative = inhibition, actives largely listed as inhibitors. Pin1 FP peptide displacement, HiFluor488, 10 min; active = well fitted inhibition curve with a large enough effect in the polarisation, with a control signal flat, not every such curve was filed as active; inconclusive = small, poorly fitted or top-dose-only effect, or effect the other way, or a change in a side signal; inactive = no such curve, though single readings can be large or run the other way; the % refers to the polarisation; note: potency is the fitted concentration of half-maximal effect; % is set by controls: 0 for no effect and ±100 for the full control effect
# HP1b binding inh – inhibitors of HP1-beta chromodomain binding to methylated histone tails; 390,000 compounds, 0.56% hits; P83916; Potency, µM (highest dose often 114 µM), for the others: at the top dose activity change, negative = inhibition, hits mostly inhibitors; AlphaScreen HP1-beta / biotin-H3K9me3 peptide binding; note: potency is the fitted concentration of half-maximal effect; nearly all actives have a fitted effect of over 70% in size; inactives centre near 23
#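 Compound inhibition of the preformed complex between 50 nM HP1-beta and 50 nM biotinylated H3K9me3 peptide was read by AlphaScreen. Buffer was PBS pH 7.4 with 0.01% Tween-20. Incubations ran 30 min at room temperature, with 10 ug/mL donor/acceptor beads.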
# PI4K2A block – PI4K2A (human) kinase inhibition; Q9BTU6; purified PI4K2A, ADP-Glo luminescence, 1 h; hits give low values; activity change, negative = inhibition, % at 76.9 µM; 420,000 compounds, 0.13% hits; AID 1346378; in the data active = activity change below about -50%; inconclusive = mostly about -30% to -49%;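 note: -100% = wells without enzyme as full effect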
#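 PI4K2A activity was measured by ADP-Glo luminescence: enzyme (4 ug/mL stock) and phosphatidylinositol (1.2 mM stock) in Tris pH 7.5/MgCl2/EGTA/Triton X-100 buffer were reacted with ATP (300 microM stock) for one hour at ambient temperature.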
# An asterisk follows results filed as active; i = inactive; ? = inconclusive; . = not tested or not shown; [ ] = dose if it differs, or a comment. Unless noted, calls come from the whole dose curve; as a rule, active = well fitted curve in the direction sought with a large enough effect; inconclusive = small, poorly fitted or top-dose-only effect, or another doubt; inactive = no such curve, though single readings can be large; an effect the other way counts as inactive or inconclusive.
SMILES,ERG-DNA inh,GLS inhibitor,BAZ2B inh,G9a inh,JMJD2A Tudor,Tb PGK inh,Pin1 inhibitor,HP1b binding inh,PI4K2A block
O=C(NC(=S)N1CCOCC1)c1ccc(F)cc1,1%,26%,-11%,24%,-13%,-1%,0%,47%[activator],0
CCOc1ccc(NC(=O)CN(C)C(=O)c2ccc(OCC3CCCO3)cc2)cc1OCC (stereo not drawn),-4%,-3%,-17%,1%,-5%,-8%,0%,18%,0
O=c1[nH]nc(SCc2ccccc2)n1C1CC2C=CC1C2 (stereo not drawn),-9%,-1%,-3%,42%[59 µM],-14%,-3%,-4%,18%,0
O=C(CC1(CC2=NS(=O)(=O)c3ccccc3N2)CCCC1)NCCc1ccccc1,17%,0%,-12%,.,-23%,-15%,7%,19%,1
CC1(c2ccccc2)NC(=O)N(CC(=O)NCC2CCCO2)C1=O (stereo not drawn),-17%,6%,-3%,-1%[12.7 µM],-14%,i,-8%,17%,-2
O=C(CN1CCN(c2ccccn2)CC1)Nc1ccc(Br)cc1,1%,6%,-19%,10%,-35%,5%,?,71%[activator],10
CC(C)(C)NC(=O)c1nn(Cc2ccccc2)c(=O)c2ccccc12,-9%,-9%,1%,-16%,13%,-7%,0%,52%[activator],2
COc1ccccc1-n1c(SCC(=O)Nc2ccc(Br)cc2)nc(O)cc1=O,5%,-4%,-2%,0%,-25%,i,5%,18%,-2
CCCc1ncc(C(O)c2ccc(OC)cc2)n1C (stereo not drawn),.,2%,-2%,-4%,-10%,-1%,0%,18%,0
c1ccc(CCCN2CCOCC2)cc1,-11%,-11%,?,50µM*,20µM*,-2%,-7%,?,-7
CCOc1ccc(N(CC(=O)N2CCCCCC2)S(C)(=O)=O)cc1,-1%,1%,-24%,?,6%,-2%,3%,31%,0
CCOC(=O)c1sc(NC(=O)CN2C(=O)NC3(CC(C)CC(C)(C)C3)C2=O)cc1C (stereo not drawn),16%,-6%,?,-50%,-23%,-1%,?,13%,-1
O=C(CSc1nc2sc3c(c2c(=O)n1-c1ccccc1)CCCC3)N/N=C/c1ccccc1C(=O)O,8%,10%,?,79µM*,?,?,1%,15%,0
CCNC(=O)c1ccc(OCC(=O)Nc2ccc(F)cc2)c(OC)c1,1%,3%,11%,-6%,1%,-3%,4%,47%[activator],-1
Cc1cccc(NC(=S)N2CCCCC2)c1,2%,2%,2%,21%[59 µM],-4%,-6%,7%,24%,-3
CC(C)(CCl)C(=O)Nc1ccc(C(F)(F)F)cc1,-4%,-20%,4%,7%,3%,-3%,-6%,47%[activator],-2
Cc1noc(COc2ccccc2OCC(N)=O)c1Cl,-11%,1%,-1%,9%[59 µM],-20%,-7%,-2%,34%,3
COc1ccccc1CNS(=O)(=O)c1ccc2c(c1)NC(=O)C(C)C(=O)N2 (stereo not drawn),5%,-9%,3%,4%[59 µM],-20%,-9%,10%,22%,-4
NS(=O)(=O)c1ccc(CCNC(=O)CSc2ccc(Cl)cc2)cc1,2%,-1%,-3%,16%,-12%,-7%,-4%,39%,1
COc1ccc(S(=O)(=O)N2CCCC2CNC(=O)C(=O)Nc2ccc(C)cc2)cc1 (stereo not drawn),4%,-5%,10%,6%[0.501 µM],-11%,-9%,21%,11%,-3
Cc1ccc(CCC(=O)Nc2ccc(N(C)C)cc2)o1,-1%,26%,?,.,?,-4%,-5%,-4%,0
CCOCC(=O)Nc1ncc(S(=O)(=O)c2ccc([N+](=O)[O-])cc2)s1,0%,-3%,-37%,35µM*,-16%,i,-8%,11%,-3
COc1cc(Cl)c(C)cc1NC(=O)COC(=O)C1CC1C (stereo not drawn),-5%,2%,.,.,25%,3%,2%,74%[activator],5
Cc1ccc(C(c2sc3nc(-c4ccco4)nn3c2O)N2CCN(c3ccc(F)cc3)CC2)cc1 (stereo not drawn),-1%,23%,-20%,-11%[59 µM],?,10%,1%,?,0
CC(C)c1cc(-c2cc(C(=O)Nc3ccccc3)on2)nc(NC2CCCC2)n1,10%,1%,.,.,-3%,-2%,-2%,65%[activator],2
# New compounds follow
SMILES,ERG-DNA inh,GLS inhibitor,BAZ2B inh,G9a inh,JMJD2A Tudor,Tb PGK inh,Pin1 inhibitor,HP1b binding inh,PI4K2A block
CNC(=O)c1cc2c(n(-c3ccc(C)cc3)c1=O)CC(C)(C)CC2=O,3%,-6%,-1%,3%[59 µM],-3%,-9%,-8%,7%,-1
Cc1ccc(C(=O)NCCn2cc(SCC(=O)Nc3cc(C)on3)c3ccccc32)cc1,5%,3%,5%,-11%,-15%,i,-2%,37%,3
COc1ccc(C(=O)N2CCN(c3nc4c(OC)cccc4s3)CC2)cc1OC,-1%,-11%,-8%,10%[59 µM],-8%,8%,-3%,19%,2
O=S1(=O)CCN2N=C(C34CC5CC(CC(C5)C3)C4)SC2=N1,-3%,4%,-9%,-7%,-10%,-4%,-2%,0%,0
Cn1cnc(S(=O)(=O)NC2CCN(Cc3ccccc3)CC2)c1,-8%,-8%,-3%[57.1 µM],5%,-15%,i,-7%,29%,-1
COC(=O)c1cc(S(=O)(=O)NCC(C)c2ccccc2)cn1C (stereo not drawn),4%,-15%,-5%[57.1 µM],20%,-3%,8%,2%,21%,2
O=C(NCC(c1ccco1)N1CCN(c2ccc(F)cc2)CC1)c1cccs1 (stereo not drawn),-4%,2%,?,?,-18%,-5%,-3%,20%,-1
O=C(CSCc1c(F)cccc1Cl)Nc1ccccc1C(=O)N1CCOCC1,8%,-10%,-21%,13%,-7%,-9%,-8%,58%[activator],-8
Cn1c(=O)c2c(nc(CN3CCc4ccccc4C3)n2CC(=O)c2ccccc2)n(C)c1=O,.,14%,.,.,-31%,-2%,4%,13%,-4
COc1cccc(/C=C2\C(=O)C(=O)c3ccccc32)c1,-1%,44%[activator],?,50µM*,?,3%,0%,-8%,-28
CN1C(=O)N(CC(=O)N2CCN(S(=O)(=O)/C=C/c3ccccc3)CC2)C(=O)C12CCCCC2,-11%,-7%,8%,2%[12.7 µM],-8%,-9%,-1%,47%[activator],4
CC(=O)Nc1ccc(S(=O)(=O)N2CCCC2C(=O)Nc2ccc3c(c2)OCCO3)cc1 (stereo not drawn),-5%,10%,-13%,?,-15%,-7%,4%,17%,-3
COCCCNC(=O)c1ccc(Cn2c(=O)[nH]c3ccccc3c2=O)cc1,-5%,1%,4%,-6%,-1%,-2%,-6%,29%,1
COCCNC(=S)N(Cc1cccnc1)Cc1ccc(OC)c(OC)c1,-12%,9%,0%,18%,-8%,-7%,3%,17%,1
CC(=O)c1ccc(OCc2cc(C(=O)N(C)C(C)c3ccon3)no2)cc1 (stereo not drawn),-2%,-4%,.,.,-2%,-4%,2%,25%,-2
CCN(CC)S(=O)(=O)N1CCC(C(=O)NCCC2=CCCCC2)CC1,1%,-3%,14%,6%,-6%,-9%,2%,47%[activator],-2
Nc1ncc(Br)cc1S(=O)(=O)NC1CCCCC1,16%,-4%,-3%,16%,-8%,-10%,-1%,44%[activator],-2
Cc1ccc(C(=O)C2=C(O)C(=O)N(Cc3cccnc3)C2c2ccc(Cl)c(Cl)c2)o1 (stereo not drawn),-5%,21%,4%,?,-22%,-3%,-1%,32%,2
COc1cc(NC(=O)c2c(OC)cccc2OC)ccc1NC(=O)c1cc2ccccc2o1,-1%,-17%,-7%,10%,-18%,-7%,34%[activator],18%,-2
CCOC(=O)c1c(S(=O)(=O)N(C)Cc2ccccc2)c(C)n(C)c1C,3%,-14%,?,4%[59 µM],-20%,i,-10%,15%,0
Cc1ccc(S(=O)(=O)N(C)C)cc1NC(=O)CCc1c[nH]c2ccccc12,4%,1%,-27%,3%,-28%,-2%,-6%,-10%,-3
CCOc1ccc(C(=O)CN2CCN(S(=O)(=O)c3ccc(F)cc3)CC2)cc1,3%,-6%,-23%,?,-12%,-9%,-14%,39%,1
O=S(=O)(N/N=C1\CC(c2ccccc2)Oc2ccccc21)c1ccccc1 (stereo not drawn),-4%,15%,-36%[57.1 µM],37%[0.501 µM],-21%,-8%,?,28%,-1
COC(=O)c1cc(OC)c(OC)cc1NC(=S)Nc1cccc(C(C)=O)c1,1%,-10%,5%,10µM*,22µM*,i,-2%,5%,-2
CCn1cc(C(=O)N(C)Cc2ccccc2)c(=O)c2cc(S(=O)(=O)N3CCCCC3)ccc21,-2%,-1%,.,-12%[59 µM],-21%,-1%,-11%,32%[activator],5
C/C(=N\Nc1ccc([N+](=O)[O-])cc1)c1ccc2c(c1)OCO2,-3%,12%,-16%,9%,-19%,-9%,19%,27%,-2

# Entries of single compounds as entered above:
# Record of `CCOc1ccc(C(=O)CN2CCN(S(=O)(=O)c3ccc(F)cc3)CC2)cc1` → ERG-DNA inh = 3%; GLS inhibitor = -6%; BAZ2B inh = -23%; G9a inh = ?; JMJD2A Tudor = -12%; Tb PGK inh = -9%; Pin1 inhibitor = -14%; HP1b binding inh = 39%; PI4K2A block = 1
# Record of `CCCc1ncc(C(O)c2ccc(OC)cc2)n1C` (stereo not drawn) → ERG-DNA inh = .; GLS inhibitor = 2%; BAZ2B inh = -2%; G9a inh = -4%; JMJD2A Tudor = -10%; Tb PGK inh = -1%; Pin1 inhibitor = 0%; HP1b binding inh = 18%; PI4K2A block = 0
